# Screening results deposited in PubChem by several laboratories.
# PRMT1 inh = blocks human protein arginine methyltransferase 1. inhibition, % at 2.79 µM. actives 1.3% (n = 370,000). Q99873. recombinant PRMT1, activity-based probe fluorescence polarization;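 active = inhibition above about 21% made by adding two undisclosed values, limit read from the data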
# TCR CD3 inh = blocks the human TCR-CD3 interaction; TAMRA-labeled TCR probe fluorescence, biochemical; inhibition, % at 9.4 µM; actives 0.37% (n = 360,000); in the data active = inhibition above about 19%;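 also: recombinant mutant TCR 2C K166C tagged with TAMRA read by polarization; 0% = receptor in buffer alone and 100% = receptor with positive control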
# UHRF1 binding = UHRF1 methyl-DNA binding inhibition; Q96T88; UHRF1 binding to methylated oligo, TR-FRET; inhibition, % at 4.4 µM; actives 0.75% (n = 370,000); in the data active = inhibition above about 21%;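 also: UHRF1 SRA domain binding a hemimethylated CpG hairpin DNA probe; 0% = median of test compound wells and 100% = reference inhibitor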
# SIAE inh = blocks human sialic acid acetylesterase. Q9HAT2. SIAE FP-Rh probe binding, fluorescence polarization. inhibition, % at 9.66 µM. actives 0.69% (n = 370,000);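 active = inhibition above a cutoff: mean of compounds within the control limits plus 3 SD of those, cut at about 17% in these data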;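 also: 0% = plate median of compound wells and 100% = probe without SIAE protein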
# rCAG binder = r(CAG) repeat RNA binding. actives 1.3% (n = 370,000). TO-PRO-1 dye displacement fluorescence. inhibition, % at 3 µM. AID 651821;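 active = inhibition above the plate cutoff, the mean of all test compounds on that plate plus 3 SD, cut at about 35% in these data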;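 also: 0% = DMSO alone and 100% = 100 µM mitoxantrone as full dye displacement; higher means more dye released from RNA so lower well fluorescence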
# HTRA1 inhibitor = inhibitors of human serine peptidase HTRA1. inhibition, % at 5.96 µM. Q92743. actives 0.5% (n = 340,000). recombinant HTRA1, FP-rhodamine activity-based probe, fluorescence polarization; in the data active = inhibition above about 36%;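 also: 0% = enzyme with DMSO and 100% = wells lacking enzyme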
# NPR2 activator = GC-B (human) receptor activation | HEK293-GC-B cells, CNP EC30, cGMP TR-FRET; 0% at EC30 CNP, 100% saturating CNP | activation, % at 10 µM | actives 0.11% (n = 370,000) | AID 1920062;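 active = activation at 10 µM reaching about 35% in either raw or pattern-adjusted values, limit read from the data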
# MBD2 DNA inh = inhibitors of human MBD2 binding to methylated oligonucleotide. Q9UBB5. TR-FRET. inhibition, % at 4.4 µM. actives 0.31% (n = 370,000); in the data active = inhibition above about 13%
# Target sequence (Q9UBB5 whole entry, looked up): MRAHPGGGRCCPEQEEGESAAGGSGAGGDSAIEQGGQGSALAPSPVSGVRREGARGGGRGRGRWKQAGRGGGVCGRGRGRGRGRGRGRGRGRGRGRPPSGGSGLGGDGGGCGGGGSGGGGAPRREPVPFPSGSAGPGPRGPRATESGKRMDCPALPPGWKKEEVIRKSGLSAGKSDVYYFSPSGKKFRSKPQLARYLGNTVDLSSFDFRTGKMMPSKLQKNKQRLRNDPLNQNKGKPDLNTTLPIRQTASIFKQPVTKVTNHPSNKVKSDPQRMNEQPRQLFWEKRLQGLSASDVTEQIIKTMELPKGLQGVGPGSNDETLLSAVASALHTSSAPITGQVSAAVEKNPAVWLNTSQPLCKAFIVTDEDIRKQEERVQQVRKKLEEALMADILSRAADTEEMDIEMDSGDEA
# mABHD4 FP = ABHD4 (mouse) inhibition, primary FP screen. inhibition, % at 8.92 µM. AID 720543. Q8VD66. actives 0.54% (n = 370,000). purified mABHD4, FP-Rh probe fluorescence polarization;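 active = inhibition exceeding the mean over every tested compound plus 3 SD, cut at about 30% in these data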;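 also: 0% = plate median of compound wells and 100% = S159A mutant with DMSO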
#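 system = mouse ABHD4 enzyme, wild type | medium = HEPES pH 7.0, NaCl, Pluronic buffer | also added = FP-Rh probe | incubation = Enzyme–compound pre-incubation 45 min, then probe 60 min, both 25 °C | technique = fluorescence polarization, excitation 525 nm, emission 598 nm, BODIPY TMR filters | controls = S159A mutant high control, sample median low control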
# GC-A act = GC-A (human) enzyme activation; actives 0.14% (n = 370,000); HEK293 GC-A cells, cGMP TR-FRET, EC30 ANP; 0% at EC30 ANP, 100% saturating ANP; P16066; activation, % at 10 µM; in the data active = activation above about 40%
# Numbers without * were called inactive. Only part of the results is shown; the hit share may differ from the screen's.
SMILES,PRMT1 inh,TCR CD3 inh,UHRF1 binding,SIAE inh,rCAG binder,HTRA1 inhibitor,NPR2 activator,MBD2 DNA inh,mABHD4 FP,GC-A act
O=C(CCN1CCN(CCO)CC1)N1c2ccccc2Sc2ccc(C(F)(F)F)cc21,-5,1,2,4,-1,2,-10,-3,-8,-19
